Screening results (PubChem)
HepG2 viability: kills HepG2 cells in TGF-b inhibitor counter-screen; AID 588856; HepG2 CAGA-GFP viability, ATP luminescence, 18 h; Potency, µM (top dose mostly 46.1 µM), for inactives: top-dose activity change, negative = cytotoxicity, hits mostly cytotoxic; 410,000 tested, 0.76% active; note: some results filed as inactive show a strong effect at the top dose
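CellTiter-Glo luminescence gave cytotoxicity after 18 hours at 37 degrees C. The cells were HepG2 CAGA-GFP in 1% FBS DMEM, stimulated with 500 pg/mL TGF-beta after compound addition. %Activity was normalised to no-cell wells (complete cell-killing) and DMSO (no toxicity), and curves were fitted and classified.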
MCF10A rereplic: DNA re-replication induction in MCF 10a cells | MCF 10A DNA re-replication, Hoechst nuclear intensity, 48 h | Potency, µM (doses to about 46.1 µM), for inactives: top-dose activity, positive = re-replication, actives largely listed as activators | 350,000 tested, 2.9% active; note: % of control where 0% means no effect; nearly all actives have a fitted effect of over 50% in size
A549 tox: kills or reduces viability of A549 cells in Nrf2 counter-screen; A549 ARE-Fluc cells, CellTiter-Fluor viability, 18-24 h; Potency, µM (doses to about 46 µM), without a hit: at the top dose activity change, negative = cytotoxicity, hits mostly inhibitors; 390,000 tested, 0.16% active; note: % is set by controls: 0 for no effect and ±100 for the full control effect
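Cytotoxicity counterscreen: CellTiter-Fluor fluorescence was measured in A549 ARE_Fluc cells after 18-24 h of compound exposure in a concentration series. The subsequent BugLite luminescent read reports ARE-luciferase activity.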
ATXN2 expr inh: ATXN2 expression inhibition. HEK-293 ATXN2-luciferase reporter, luminescence, 24 h. Potency, µM (doses to about 57 µM), inactives show at the highest dose activity change, negative = inhibition, actives largely listed as inhibitors. 360,000 tested, 0.72% active; note: % is set by controls: 0 for no effect and ±100 for the full control effect; nearly all actives have a fitted effect of over 55% in size
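qHTS (up to 57 uM final) was run with 24 h compound exposure of reporter cells at 37 °C. Each well was multiplexed: SteadyGlo luminescence measured ATXN2-luciferase expression after a fluorogenic Gly-Phe-AFC viability readout (25 uM final).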
EPAC2 antag: antagonists of human EPAC2. Potency, µM (top dose mostly 114 µM), without a hit: at the top dose activity, negative = inhibition, most hits filed as inhibitors. 360,000 tested, 0.18% active. Q8WZA2. EPAC2 GEF exchange of Rap1B-BODIPY-GDP, fluorescence; note: % is set by controls: 0 for no effect and ±100 for the full control effect; nearly all actives have a fitted effect of over 45% in size; many of its hits are not listed in these tables
Target sequence (Q8WZA2 whole entry, looked up): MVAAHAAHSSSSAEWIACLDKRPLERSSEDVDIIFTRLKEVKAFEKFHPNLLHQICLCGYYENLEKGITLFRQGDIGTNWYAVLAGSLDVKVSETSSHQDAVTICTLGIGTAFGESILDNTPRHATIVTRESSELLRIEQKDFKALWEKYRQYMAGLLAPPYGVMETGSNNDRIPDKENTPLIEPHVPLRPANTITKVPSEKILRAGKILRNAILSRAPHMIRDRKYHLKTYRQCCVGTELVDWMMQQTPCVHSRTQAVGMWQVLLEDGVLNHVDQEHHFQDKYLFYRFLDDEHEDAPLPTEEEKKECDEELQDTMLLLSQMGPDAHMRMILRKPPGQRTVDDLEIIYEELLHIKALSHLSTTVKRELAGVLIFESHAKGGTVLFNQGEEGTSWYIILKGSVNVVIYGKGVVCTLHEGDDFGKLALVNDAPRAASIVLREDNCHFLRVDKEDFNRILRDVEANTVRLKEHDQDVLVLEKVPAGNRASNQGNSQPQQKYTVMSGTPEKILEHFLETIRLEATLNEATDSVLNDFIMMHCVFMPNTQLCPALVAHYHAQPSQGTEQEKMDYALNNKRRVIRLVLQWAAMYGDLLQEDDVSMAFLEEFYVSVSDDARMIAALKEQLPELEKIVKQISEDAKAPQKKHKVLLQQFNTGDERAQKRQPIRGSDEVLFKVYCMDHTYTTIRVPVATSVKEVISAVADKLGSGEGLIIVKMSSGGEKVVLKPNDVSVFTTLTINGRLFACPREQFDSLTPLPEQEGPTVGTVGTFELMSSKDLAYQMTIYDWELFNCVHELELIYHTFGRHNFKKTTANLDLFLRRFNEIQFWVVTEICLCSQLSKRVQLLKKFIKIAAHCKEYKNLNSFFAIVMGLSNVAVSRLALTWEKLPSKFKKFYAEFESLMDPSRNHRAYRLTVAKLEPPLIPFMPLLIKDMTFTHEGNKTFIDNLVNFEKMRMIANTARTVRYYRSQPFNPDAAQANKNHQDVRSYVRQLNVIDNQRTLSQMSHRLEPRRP
S2 tox: reduces viability in counter-screen for ATXN expression inhibitors; S2 cells (HEK-293 line with an ATXN2-luciferase reporter) viability, CellTiter-Fluor protease fluorescence, 24 h; Potency, µM (highest dose often 56.7 µM), usual class: cytotoxic; 400,000 tested, 0.49% active; AID 651635; note: nearly all actives have a fitted effect of over 40% in size
TGFb inhibitor: blocks TGF-b signaling. Potency, µM (series often up to 46.1 µM), for inactives: at the highest dose activity, negative = inhibition, usual class: inhibitors. 410,000 tested, 1.2% active. AID 588855. HepG2 CAGA-GFP TGF-b/SMAD3 reporter, GFP fluorescence, 18 h; TGF-beta stimulated, 500 pg/mL final; note: % is set by controls: 0 for no effect and ±100 for the full control effect; nearly all actives have a fitted effect of over 65% in size
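HEPG2 CAGA-GFP cells (1000/well, DMEM with 1% FBS) were pre-incubated 2 h at 37 degrees C, given compound by pin tool, then stimulated with TGF-beta at 500 pg/mL final for 18 h before per-cell GFP fluorescence imaging.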
Nrf2 ARE act: activators of Nrf2 (ARE) signaling; AREc32 ARE-luciferase reporter (MCF7-derived line), luminescence, 24 h; Potency, µM (titrated, usually from 46.1 µM), for the others: at the top dose activation, most hits filed as activators; 410,000 tested, 0.31% active; AID 624171; note: % of control where 0% means no effect; nearly all actives have a fitted effect of over 65% in size
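AREc32 cells carrying an ARE-driven firefly luciferase reporter were seeded at 1000 cells/well in OPTI-MEM with 5% FBS, then exposed to compound for 24 hr at 37 deg C. Luminescence was read with Steady-Glo after 30 min at RT.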
Nrf2 block: blocks Nrf2 signaling; A549 ARE-Fluc reporter, luciferase luminescence, 18-24 h; Potency, µM (titrated, usually from 46 µM), for the others: at the top dose activity change, negative = inhibition, most hits filed as inhibitors; 360,000 tested, 2.1% active; AID 504444; note: % is set by controls: 0 for no effect and ±100 for the full control effect; nearly all actives have a fitted effect of over 60% in size
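Concentration-response testing used A549 ARE_Fluc cells at 5000 cells/well. Following an 18-24 h compound incubation, viability was read by fluorescence (Ex 405/Em 525) and luciferase output by luminescence.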
Numbers without * were called inactive; i = inactive; ? = inconclusive; / = not tested or not shown; & = joins results of further samples; [ ] = dose if it differs, or a comment. Calls come from the whole dose curve; as a rule, active = well fitted curve in the direction sought with a large enough effect; inconclusive = small, poorly fitted or top-dose-only effect, or another doubt; inactive = no such curve, though single readings can be large; an effect the other way counts as inactive or inconclusive. Potency is the fitted concentration of half-maximal effect. This is a subset; count on the stated rates, not on these rows.

SMILES	HepG2 viability	MCF10A rereplic	A549 tox	ATXN2 expr inh	EPAC2 antag	S2 tox	TGFb inhibitor	Nrf2 ARE act	Nrf2 block
O=c1oc(-c2cccc(S(=O)(=O)N3CCOCC3)c2)nc2ccccc12	1%	-8%	-6%	-4%	-8%[57.1 µM]	i	?	-0.5%	4%
CC(=O)N1CCN(C(=O)c2ccc(S(=O)(=O)Nc3cccc(C(F)(F)F)c3)cc2)CC1	3%	1%	0%	2%	12%	i	-3%	1.5%	-12%
COc1ccccc1C/C(N)=N/OC(=O)COc1ccc(C)cc1C	-18%	22%	22%	0%	-1%	i	0%	-1.0%	9%
CC(=O)c1ccc(NC(=O)CSc2ccc3nc(-c4ccccc4)cn3n2)cc1	-44%	/	0%	41%[activator]	/	i	?	0.8%	/
O=S(=O)(c1ccc(Cl)cc1)c1nc(-c2cccs2)oc1SCc1ccccc1F	-17%	/	-9%	0%	/	i	-12%	0.7%	0%[9.27 µM]
COc1ccccc1N1CCN(C2CCCN(C(=O)c3cc(C)oc3C)C2)CC1 (configuration not stated)	-39%	?	2%	-8%	-3%	i	-1%	1.7%	-28%
CC1=C(O)C(=O)OC1c1c(Cl)cccc1Cl (configuration not stated)	-5%	-2%	1%	6%	-7%	i	-1%	-0.4%	-29%
CC(=O)c1ccc(NC(c2ccc(F)cc2)c2nnc(-c3ccccc3)o2)cc1 (configuration not stated)	-14%	/	-6%	-10%	/	i	0%	7.0%	12%
Cc1ccc2nc(-c3ccc(NC(=O)C(C)Sc4nncs4)cc3)sc2c1 (configuration not stated)	-43%	?	9%	/	-3%	i	-2%	6.9%	?
CCOc1ccc(-c2oc3cc(Cl)ccc3c(=O)c2O)cc1OC	-21%	/	0%	1%	/	i	32%	7.9%	-11%
CCc1sc(C(=O)NNC(=O)CNC(=O)c2ccccc2F)cc1C	21%	20%	11%	/	-15%	i	46%[activator]	0.3%	?
CC1=NN(c2ccccc2)C(=O)/C1=C/c1cn(C)c2ccccc12	-21%	?	3%	3%	-12%	i	-47%	6.3%	-3%
Cc1csc(SC(C)C(=O)Nc2ccccc2C)n1 (configuration not stated)	14%	5%	-4%	-35%	3%	?	5%	-0.5%	-12%
COC(=O)c1cccc(NC(=O)CC2C(=O)NCCN2C(=O)Nc2ccccc2)c1 (configuration not stated)	-1%	-2%	1%	0%	17%	i	15%	2.9%	5%
Cc1ccc(Cn2nnc3c(=O)n(CC(=O)N4CCCCC4)cnc32)cc1	-2%	-15%	-2%	-4%	4%	i	32%	-0.4%	/
COc1ccc(C(C)NC(=O)c2ccc(Br)cc2)cc1OC (configuration not stated)	8%	10%	-5%	-8%	2%	?	-3%	-0.6%	-9%
C=CCn1c(=O)n(C(=O)OCC)c2cc(Br)ccc21	-9%	-6%	3%	-21%	-10%	?	-5%	0.8%	?
CCOC(=O)c1ccc(N2C(=O)c3[nH]nc(-c4ccc(C)cc4)c3C2c2cccc(F)c2)cc1 (configuration not stated)	11µM*	/	-18%	?	/	?	?	-0.1%	21µM*
N/C(Cc1ccc(Cl)cc1Cl)=N\OC(=O)c1ccccc1	-30%	0%	3%	/	-7%	?	-4%	5.7%	24%
O=C(CCCn1c(=S)[nH]c2cc3c(cc2c1=O)OCO3)N1CCN(c2ncccn2)CC1	8%	3%	-10%	5%	13%	i	-8%	-0.6%	?
COc1ccccc1C(=O)NC(=O)COC(=O)C1CC1C (configuration not stated)	-4%	0%	3%	1%	3%	i	3%	3.7%	11%
CC[C@H](C)C1NC(=O)[C@H](CC(=O)O)NC(=O)c2cc([N+](=O)[O-])cc(I)c2NCCC(C(N)=O)NC1=O (some centres not stated)	0%	-16%	-19%	3%	6%	i	10%	-2.2%	1%
CCc1c(C)nc(SCC(=O)NNC(=O)c2ccco2)[nH]c1=O	-11%	-6%	1%	/	1%	i	-6%	13%	-1%
CCOCCCNC(=O)c1cc2c(=O)n(CC)c3ccccc3c2s1	-40%	23µM*	1%	0%	-9%	i	-21%	0.6%	?
O=C1CC(c2ccco2)=Nc2ccccc2N1	1%	-1%	-5%	20%	1%	i	-1%	2.4%	?
CCOC(=O)c1ccccc1NS(=O)(=O)c1ccc(OC)cc1	-6%	16µM*	-10%	-32%	-4%[57.1 µM]	i	-9%	-0.2%	-18%
CCC(CC)NC(=O)c1cc(S(=O)(=O)N2CCCCC2)ccc1N1CCOCC1	-7%	18%	1%	/	-8%	?	-1%	-0.3%	10%
CCOc1ccc(C(=O)c2cc([N+](=O)[O-])ccc2Cl)cc1	-16%	11%	11%	3%	0%	i	2%	0.7%	/
CCOc1ccc(C(=O)Nc2cccc(C(=O)O)c2C)cc1Cl	7%	-3%	1%	?	32%[activator]	i	?	-1.7%	?
COc1cccc(CNC(=O)C(NS(=O)(=O)c2cccs2)C(C)C)c1 (configuration not stated)	5%	/	2%	0%	/	i	8%	0.5%	11%
Cc1ccccc1S(=O)Cc1ccc(C(=O)NCCN2CCOCC2)o1 (configuration not stated)	-1%	0%	-13%	22%	6%	i	0%	0.0%	3%
CCCN1C2CCCC1CC(NC(=S)Nc1ccc(OC)cc1)C2 (configuration not stated)	-6%	-4%	-4%	-2%	1%	i	-5%	0.4%	-6%
O=C(c1ccc2nc[nH]c2c1)N1CCN(c2ncc(C(F)(F)F)cc2Cl)CC1	-2%	21%	-10%	-10%	-4%	i	15%	2.2%	?
O=S(=O)(Nc1nc2ccccc2nc1Cl)c1ccc2c(c1)OCCO2	-3%	-1%	0%	-3%	-3%	i	-27%	7.1%	?
COC(=O)c1ccc(NC(=O)CNc2ccccc2)cc1	1%	2%	-7%	33%	3%	i	28%	2.3%	?
O=C(NCc1ccncc1)C1CCCN(S(=O)(=O)c2ccc(Br)cc2)C1 (configuration not stated)	8%	5%	-3%	-4%	-1%	i	5%	0.0%	-17%
COc1cccc(/C=C2\N=C(SC)SC2=O)c1OC	-27%	-1%	/	-2%	17%	?	-19%	4.4%	12%
COc1cc2cccc(OC)c(=O)c2c(OC)c1OC	22%	0%	0%	5%	19%	i	25%	0.6%	7%
CCN(C[C@H]1N[C@@](Cc2ccccc2)(C(=O)OC)[C@H]2C(=O)N(C)C(=O)[C@@H]12)C(=O)Nc1ccc(F)cc1	0%	13%	-13%	2%	-1%	i	-1%	-0.6%	13%
CCOC(=O)c1ccc(CNC(=O)Cn2nnc(-c3ccccc3)n2)o1	-4%	8%	-4%	2%	6%	i	3%	-0.8%	-1%
COc1ccc(CS(=O)c2nc(C)cc(C)c2S(C)(=O)=O)cc1 (configuration not stated)	6%	-1%	1%	8%	22%	?	7%	5.6%	0%
Cc1c(C(=O)Nc2ccc(C(=O)O)cc2)nnn1-c1ccccc1	-1%	/	0%	?	/	i	5%	-4.0%	/
O=C1Nc2ccccc2C1Cc1ccccc1 (configuration not stated)	13%	-9%	0%	12%	6%	i	-1%	0.0%	-10%
CC(C)N1CCC(N2CCN(CCCn3cccn3)CC2CCO)CC1 (configuration not stated)	-5%	-2%	13%	/	9%	i	-19%	-0.2%	?
CCC(=O)Oc1ccc2c(C)cc(=O)oc2c1C(=O)CC	-18%	1%	0%	-14%	-11%	i	-21%	-0.4%	5%
NC(=O)Cn1nc(-c2ccccc2)nc1-c1ccccc1	-2%	0%	-4%	2%	-3%	i	-7%	0.4%	13%
COc1ccc(C(=O)Oc2ccc(/C=N/NC(=O)c3cccnc3)cc2OC)cc1	-2%	5%	1%	1%	-3%	i	-5%	0.2%	4%
CC(C)Nc1ncnc2c1cnn2-c1ccccc1	-1%	20%	-4%	48%[activator]	11%	i	-12%	-0.6%	?
CCC(=O)N1CCc2cc(Br)cc(S(=O)(=O)CCC(=O)NCCc3ccc(C)cc3)c21	5%	/	4%	/	/	/	-11%	3.5%	/
COc1cn(-c2ccccc2)nc1C(=O)Nc1ccc(C)cc1Cl	-36%	?	-14%	16%	9%	i	-1%	13%	5%
CCOc1ccc(NC(=O)CCNS(=O)(=O)c2ccc(Br)s2)cc1	-1%	-14%	0%	-7%	0%	i	1%	0.1%	-12%
COc1cc(NC(=O)CN2C(=O)COc3ccc(S(=O)(=O)N4CCCCC4)cc32)cc(OC)c1	-4%&4%	8%	?	7%	-8%	i	-1%&-6%	-0.5%&1.0%	15%&8%
CC(=O)N1CCN(c2ccc(Oc3ccc([N+](=O)[O-])c(C(F)(F)F)c3)cc2)CC1	-6%	?	?	?	-11%	i	-4%	0.2%	8.2µM*
COC(=O)Cn1cc(C(=O)c2cccs2)c2ccccc21	-17%	8%	-18%	0%	-19%	i	-13%	2.4%	-14%
Cc1ccc(S(=O)(=O)c2c(N)n(CCCO)c3nc4ccccc4nc23)cc1	4%	-1%	-8%	-7%	-10%	i	11%	-0.9%	-19%
CC1CCCN(S(=O)(=O)c2cccc(C(=O)NCc3ccco3)c2)C1 (configuration not stated)	-3%	10%	2%	5%	-4%	i	9%	5.4%	-12%
COc1ccc(Cn2nnnc2C(c2cccs2)N2CCN(c3ccc([N+](=O)[O-])cc3)CC2)cc1 (configuration not stated)	-4%	1%	-6%	-3%	-2%	i	?	-0.4%	2%

Five compounds from above with just TGFb inhibitor, EPAC2 antag and HepG2 viability.
Structure,TGFb inhibitor,EPAC2 antag,HepG2 viability
Cc1c(C(=O)Nc2ccc(C(=O)O)cc2)nnn1-c1ccccc1,5%,/,-1%
O=C1Nc2ccccc2C1Cc1ccccc1 (configuration not stated),-1%,6%,13%
CC(C)N1CCC(N2CCN(CCCn3cccn3)CC2CCO)CC1 (configuration not stated),-19%,9%,-5%
CCC(=O)Oc1ccc2c(C)cc(=O)oc2c1C(=O)CC,-21%,-11%,-18%
NC(=O)Cn1nc(-c2ccccc2)nc1-c1ccccc1,-7%,-3%,-2%
